Screens (PubChem BioAssay)
HEK293 NOD2/NF-kB – NOD2 signaling inhibitors, cell-based, luminescence, uHTS, HEK293 (AID 1566). inhibition, % at 4 µM, or EC50 in µM where a hit was titrated. 290,000 compounds, 0.63% hits. HEK293 NOD2/NF-kB luciferase reporter, luminescence; higher % means a stronger effect; also: many of its hits are not listed in these tables
West Nile virus CPE – West Nile virus antiviral activity, cell-based, CPE readout (AID 1621); West Nile virus-infected cells, CPE inhibition; higher % means a stronger effect; CPE inhibition, % at 10 µM; hits with a dose series show IC50 in µM; 290,000 compounds, 0.02% hits; in the data active = a potency from the dose series; inconclusive = CPE inhibition mostly from about 3.7% at the one dose, without a potency; inactive = the rest, 99 in 100 with CPE inhibition below about 2.2%; also: strong numbers were not always called active
HIV fusion peptide – inhibitors of HIV fusion peptide binding, primary screen, biochemical, uHTS, fluorescence dequenching (AID 1986); cell-free peptide binding, fluorescence dequenching, 30 min; higher % means a stronger effect; inhibition, % at 20 µM, or IC50 in µM where a hit was titrated; 290,000 compounds, 0.3% hits; in the data active = inhibition mostly above about 52%, no sharp cut-off; inactive = mostly below about 76%; also: some results filed as inactive read as strong as hits
KOR beta-arrestin-1 – KOR antagonists, beta-arrestin recruitment, cell-based, luminescence, uHTS (AID 1778); Kappa-type opioid receptor (Homo sapiens); KOR beta-arrestin recruitment, luminescence, antagonist mode; higher % means a stronger effect; inhibition, % at 10 µM; hits with a dose series show IC50 in µM; 290,000 compounds, 0.091% hits; also: strong numbers were not always called active
Dengue-2 NS5 capping – Dengue-2 NS5 methyltransferase inhibitors, primary screen, biochemical, confirmation dose response (AID 588689). Genome polyprotein (Dengue virus type 2 (strain 16681-PDK53)). Dengue-2 NS5 methyltransferase capping enzyme assay, biochemical; higher % means a stronger effect. inhibition, % at 25 µM; hits with a dose series show IC50 in µM. 340,000 compounds, 0.3% hits; in the data active = a potency from the dose series; inconclusive = inhibition above about 29% without an active follow-up result
AID2073 – inhibitors of Mint1-CaV2.2 protein interaction, biochemical, HTRF (AID 2073) | one-dose inhibition, % at 20 µM; IC50 in µM for titrated hits | 290,000 compounds, 0.19% hits | HTRF protein-protein interaction, Mint1-CaV2.2; higher % means a stronger effect; in the data active = inhibition mostly above about 51%, no sharp cut-off; inconclusive = no clear call, values can overlap the other calls; inactive = mostly below about 53%; also: some results filed as inactive read as strong as hits
NOD1 inhibition – NOD1 signaling inhibitors, primary screen, cell-based, luminescence, uHTS (AID 1578); 290,000 compounds, 1% hits; inhibition, % at 4 µM; hits with a dose series show EC50 in µM; NOD1-driven NF-kB luciferase reporter cells, luminescence; higher % means a stronger effect; in the data active = inhibition mostly above about 36%, no sharp cut-off; inactive = mostly below about 34%;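 also: HEK-293T reporter cells stimulated with the NOD1 agonist gamma-tri-DAP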
Yfh1-off respiration – enhancers of respiration in Yfh1-depleted yeast, dose response, Friedreich's ataxia, plus single-dose screen (AID 1465); S. cerevisiae Yfh1-off respiration, WST-1 reduction, 72 h; higher fold induction means a stronger effect; one-dose fold induction at 50 µM; EC50 in µM for titrated hits; 220,000 compounds, 0.074% hits;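 active = fold induction of absorbance versus untreated yeast above a set limit, then at least 30% activation at any dose in follow-up; inconclusive = repeats straddling the limit, or above it without dose testing; inactive = fold induction below the set limit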;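 also: activators that raise dye reduction in frataxin-depleted yeast; strong numbers were not always called active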
KOR beta-arrestin-2 – KOR agonists, beta-arrestin recruitment, primary screen, cell-based, luminescence, uHTS (AID 1777); Kappa-type opioid receptor (Homo sapiens); KOR beta-arrestin recruitment, luminescence; higher % means a stronger effect; activation, % at 10 µM, or EC50 in µM where a hit was titrated; 280,000 compounds, 0.02% hits; in the data active = activation above about 50%, passing the limit was not always enough; also: a part of the inactive calls stands beside numbers as strong as those of hits
Dengue-2 NS5 capping pilot replicate – further read-out of Dengue-2 NS5 capping, marked with its call; inhibition, %; measured here: pilot screen replicate inhibition
* hit, by the source's call; i = inactive; ? = inconclusive; / = not tested or not shown; [ ] = dose if it differs, or a comment. Rule as the data show it, unless noted: active = inhibition above about 50%; inactive = the rest. These rows are one share of the data; count on the stated rates, not on these rows.

SMILES | HEK293 NOD2/NF-kB | West Nile virus CPE | HIV fusion peptide | KOR beta-arrestin-1 | Dengue-2 NS5 capping | AID2073 | NOD1 inhibition | Yfh1-off respiration | KOR beta-arrestin-2 | others
Cc1ccc(C(=O)N/C(=C\c2ccc(-c3ccc(Cl)cc3)o2)C(=O)NCCCN(C)C)cc1 | 9.8% | -2.3% | -0.9% | -58.1% | / | -7.1% | -24.7% | i | 1.5%
O=C(CCCOc1ccc(Cl)cc1)NC1CCCCC1 | 6.3% | -1.0% | -0.9% | -34.6%[20 µM] | 5.2% | -2.9% | -19.4% | / | 3.5% | Dengue-2 NS5 capping pilot replicate=-3.9
O=C1CSC(c2cccc([N+](=O)[O-])c2)N1c1ccccc1 (configuration not stated) | -9.4% | -0.2% | -1.4% | 5.6% | 2.1% | -3.0% | -16.9% | i | -2.8%
CC(NC(=O)Cc1cccs1)c1ccncc1 (configuration not stated) | -7.2% | -0.3% | 7.4% | -22.3% | 0.7% | -3.2% | -10.0% | i | 2.2%
O=C(Nc1ccc(Br)cc1)C1C2C=CC3(O2)C1C(=O)N(CCN1CCOCC1)C3C(=O)NC1CCCCC1 (configuration not stated) | 1.7% | -0.3% | 1.2% | -39.1% | -6.2% | -11.2% | -19.6% | / | -0.4%
COc1ccc(-c2ccc(NCCN3CCOCC3)nn2)cc1OC | 8.7% | -0.3% | 0.8% | -35.7%[20 µM] | 3.4% | -5.4% | -24.9% | / | -2.1%
Cc1cc(N2CCN(C(=O)c3ccco3)CC2)n2nc(-c3cccc(Cl)c3)cc2n1 | 8.7% | 2.5% | -1.5% | 8.9% | -4.9% | 0.0% | 4.4% | i | 8.8%
Clc1ccc(OCCCCN2CCCCC2)cc1 | -8.0% | -1.7% | 0.9% | 12.2% | 5.9% | 7.6% | -5.4% | / | -3.9%
CCN(CC)CCNC(=S)Nc1ccc2nc(N3CCN(CC)CC3)cc(C)c2c1 | 6.1% | -0.1% | 0.7% | -8.8% | 1.3% | -5.1% | -5.2% | / | -7.4%
COc1ccc2cc(C)c3nnc(SCC(=O)Nc4cc(OC)c(OC)cc4C(=O)O)n3c2c1 | 18.0% | 0.2% | -1.4% | 9.7% | -0.7% | -7.8% | -24.9% | i | -0.7%
CC1CCC(C(C)C)C(OCC(O)CNC(C)c2ccccc2)C1 (configuration not stated) | 8.7% | -2.2% | -0.4% | -13.2% | -6.6% | 40.4% | -33.5% | i | -1.1%
Cc1ccc(S(=O)(=O)N2CCOCC2)cc1C(=O)NCc1ccc2c(c1)OCO2 | 14.2% | 0.1% | -1.2% | -11.4% | -0.7% | -1.2% | -15.4% | i | -1.2%

Brought forward from above: 2 entries, followed by the next part.
SMILES | HEK293 NOD2/NF-kB | West Nile virus CPE | HIV fusion peptide | KOR beta-arrestin-1 | Dengue-2 NS5 capping | AID2073 | NOD1 inhibition | Yfh1-off respiration | KOR beta-arrestin-2 | others
CC1CCC(C(C)C)C(OCC(O)CNC(C)c2ccccc2)C1 (configuration not stated) | 8.7% | -2.2% | -0.4% | -13.2% | -6.6% | 40.4% | -33.5% | i | -1.1%
Cc1ccc(S(=O)(=O)N2CCOCC2)cc1C(=O)NCc1ccc2c(c1)OCO2 | 14.2% | 0.1% | -1.2% | -11.4% | -0.7% | -1.2% | -15.4% | i | -1.2%
CCOC(=O)c1[nH]c2cc3c(cc2c1NC(=O)CN1CCc2ccccc2C1)OCO3 | -2.9% | / | -4.0% | -54.9% | 6.1% | 0.5% | 54.4% | / | 1.5%
CCOC(=O)c1c(C)c(C(=O)NCc2cccs2)c(C)n1C | 20.4% | -0.5% | -1.1% | 10.1% | -0.7% | ? | 17.5% | i | -0.9%
O=C(CCCN1C(=O)/C(=C\c2cccs2)SC1=S)Nc1ccc(C(=O)O)cc1 | -10.3% | -0.3% | 11.2% | -7.7% | -5.7% | -5.5% | 7.8% | i | -6.4%
COc1cccc(C2/C(=C(\O)c3ccc(OC)c(OC)c3)C(=O)C(=O)N2c2cc(C)on2)c1 (configuration not stated) | -18.0% | 0.3% | 1.1% | 7.9% | -5.1% | 32.9% | -14.1% | i | 24.1%
CC(OC(=O)CNC(=O)c1ccco1)C(=O)N(C)c1ccccc1 (configuration not stated) | 17.5% | -0.8% | 0.8% | -3.4% | -3.1% | 7.5% | -21.8% | i | -0.2%
COc1ccccc1NC(=O)N1CCN(C(=O)Nc2ccccc2OC)CC1 | -19.4% | -0.1% | 0.6% | -14.6% | -17.2% | -7.3% | -4.2% | i | 1.3%
CCc1cc(C(=O)NCCN(C)C)cs1 | -1.9% | -0.2% | 1.6% | 4.8% | -4.2% | 1.7% | -21.6% | i | 2.3%
O=C(c1cccn2c(=O)c3cc(Br)ccc3nc12)N1CCN(c2ccccn2)CC1 | 4.3% | -0.8% | -3.1% | -11.8% | 4.8% | 9.9% | / | i | 3.1%
CC(C)C(=O)N(Cc1ccccc1)c1ccccn1 | 0.3% | -0.1% | -2.5% | -13.7% | 0.7% | -3.4% | 17.6% | i | -1.3%
O=C(NN1CC(=O)N(c2cc(Cl)cc(Cl)c2)CC1=O)c1sccc1Cl | 5.1% | -0.1% | -1.3% | -4.5% | / | 5.0% | -9.5% | i | 8.5%
O=C(CS(=O)CC(=O)N(CC(=O)NC1CCCC1)c1ccc2c(c1)OCCO2)Nc1ccc(F)cc1 (configuration not stated) | -1.0% | -0.2% | 0.4% | -24.6% | 2.5% | 15.8% | 37.1% | i | 5.7% | Dengue-2 NS5 capping pilot replicate=3.3
CC(=O)N1c2ccc(S(=O)(=O)NCC3CCC(C(=O)NCc4ccccc4)CC3)cc2CC1C (configuration not stated) | 6.9% | 1.3% | -0.5% | -4.9% | -9.7% | 12.0% | -7.1% | / | -3.9%
O=C(Cc1c(F)cccc1Cl)Nc1ccccc1C(=O)N1CCOCC1 | -8.0% | 0.2% | -0.6% | -1.8% | 0.0% | 12.1% | -31.4% | / | 5.8%
Cc1cc(O)c(C(C)C)cc1C1(c2cc(C(C)C)c(O)cc2C)OC(=O)c2ccccc21 | 44.2% | 0.6% | 2.2% | -27.0% | -12.3% | 16.2% | 31.7% | i | 70.6%
O=S(=O)(/N=C(/Nc1ccc(F)cc1F)c1ccc(Cl)cc1)c1ccccc1 | 10.2% | -0.2% | 0.7% | -14.0% | -2.1% | 0.0% | -2.0% | i | -2.5%
CN(C)S(=O)(=O)c1ccc(C(=O)NNc2nc(-c3ccccc3)c3cc(Br)ccc3n2)cc1 | 14.1% | -0.4% | -4.1% | 34.7% | -2.9% | 4.0% | 4.1% | i | 6.1%
O=c1c(-c2ccccc2)c(O)c2cccc3c2n1CCC3 | 6.7% | 0.2% | -2.9% | -16.3% | -4.8% | 19.7% | / | i | -0.1%
O=C(O)CSc1nnc(-c2ccncc2)n1Cc1ccccc1 | 11.4% | 0.1% | -0.4% | -2.8% | 1.1% | 5.1% | -8.7% | i | 1.3%
CCOc1cccc(/C=N/NC(=O)c2cccnc2)c1O | 4.2% | -0.7% | -1.0% | 12.8% | -4.7% | 6.0% | -6.0% | / | 0.1%
CCCCCOc1ccc(OC(=O)c2ccncc2)cc1 | 4.6% | 2.0% | 1.5% | -14.3% | 0.0% | -4.1% | 23.6% | i | -2.5%
O=C(Nn1cnc2ccccc2c1=O)c1ccccc1Cl | -8.5% | 0.5% | 0.7% | 2.4% | -3.5% | -0.2% | -39.0% | i | 4.2%
Cc1ccccc1OCCCN1CCCC1 | 11.4% | 0.1% | 1.2% | -7.5% | 4.8% | 9.5% | -2.8% | i | -1.1% | Dengue-2 NS5 capping pilot replicate=-1.1
COC(=O)C1=NN(c2ccccc2)C2C(=O)N(c3ccccc3OC)C(=O)C12 (configuration not stated) | -2.3% | -0.5% | 1.2% | -20.1% | -0.6% | 20.9% | -29.6% | i | 1.7%
CC1(C)Cc2c(sc(NC(=O)c3ccco3)c2C#N)C(C)(C)N1 | 0.2% | 0.3% | 5.2% | 18.0% | / | -2.0% | -12.7% | i | -0.2%

Ordered by SMILES length (largest number first): some entries from above.
SMILES | HEK293 NOD2/NF-kB | West Nile virus CPE | HIV fusion peptide | KOR beta-arrestin-1 | Dengue-2 NS5 capping | AID2073 | NOD1 inhibition | Yfh1-off respiration | KOR beta-arrestin-2 | others
CN(C)S(=O)(=O)c1ccc(C(=O)NNc2nc(-c3ccccc3)c3cc(Br)ccc3n2)cc1 | 14.1% | -0.4% | -4.1% | 34.7% | -2.9% | 4.0% | 4.1% | i | 6.1%
O=c1c(-c2ccccc2)c(O)c2cccc3c2n1CCC3 | 6.7% | 0.2% | -2.9% | -16.3% | -4.8% | 19.7% | / | i | -0.1%
CCOc1cccc(/C=N/NC(=O)c2cccnc2)c1O | 4.2% | -0.7% | -1.0% | 12.8% | -4.7% | 6.0% | -6.0% | / | 0.1%

New compounds follow:
SMILES | HEK293 NOD2/NF-kB | West Nile virus CPE | HIV fusion peptide | KOR beta-arrestin-1 | Dengue-2 NS5 capping | AID2073 | NOD1 inhibition | Yfh1-off respiration | KOR beta-arrestin-2 | others
Cn1c(=O)[nH]c(=O)c2c1nc1n2CCS1 | 12.8% | -0.1% | -0.3% | -8.6% | -3.8% | 4.4% | -16.3% | i | 0.5%
COc1ccc(C(=O)NCc2ccc3[nH]c(C)cc3c2)cc1OC | 17.6% | -0.8% | -0.7% | -38.9% | 0.8% | 3.6% | -17.9% | i | 3.3%
COC(=O)CSC1=C(C#N)C(c2ccc(C)cc2)C2=C(CCCC2=O)N1 (configuration not stated) | -2.7% | 0.0% | -1.7% | -18.0% | -5.5% | 29.9% | 8.1% | i | 4.2%
CC(C)(C)c1cc(CCC(=O)NNC(=S)NC(=O)c2ccccc2)cc(C(C)(C)C)c1O | 22.1% | -1.6% | 4.2% | -15.7% | -0.9% | -0.3% | -17.9% | i | 8.6%
CC(=O)Nc1ccc(N2C(=O)CC(N3CCN(Cc4ccc5c(c4)OCO5)CC3)C2=O)cc1 (configuration not stated) | -7.1% | 0.0% | 3.6% | -1.4% | -6.1% | -3.5% | -16.2% | i | 12.1%
CCn1c(SCC(=O)NC2CCCCC2C)nnc1-c1ccc(OC)cc1 (configuration not stated) | -4.5% | -1.3% | 0.6% | -7.7% | 2.3% | 0.5% | -32.6% | i | 5.0%
CCCCC(C(=O)O)C(C)CC(=O)Nc1nncs1 (configuration not stated) | 18.6% | 0.2% | 0.8% | -22.3% | -3.1% | 4.8% | 2.0% | i | 0.6%
Cc1ccc(N(CC(=O)Nc2ccccc2-c2ccccc2)S(=O)(=O)c2ccccc2)c(C)c1 | -9.9% | -1.5% | -0.2% | 23.8% | -9.8% | 4.2% | -17.7% | i | -2.1%
COC(=O)c1ccccc1NC(=O)c1cc(-c2ccc(C)cc2)on1 | -6.5% | 0.2% | -0.4% | -4.8% | -4.9% | 14.1% | -34.4% | i | -1.8%
O=C(N/N=C\c1ccncc1)c1ccc(Cl)s1 | 2.8% | 0.2% | 0.3% | 0.8% | 3.2% | 7.3% | -24.8% | / | 1.9%
